Assay outcomes from PubChem.
yeast mlh1 rad18: NCI yeast anticancer drug screen, S. cerevisiae mlh1 rad18 strain; % growth inhibition at 50 µM; actives 11% (n = 79,000);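 further: 0% = growth of vehicle-only cultures of the same strain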
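A repair-deficient yeast strain is exposed to test compound, and growth is scored relative to vehicle-treated controls.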
yeast bub3: NCI yeast anticancer drug screen, S. cerevisiae bub3 mutant strain; % growth inhibition at 50 µM; actives 9.9% (n = 78,000);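 further: 0% = growth of vehicle-only cultures of the same strain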
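Mutant yeast screening strain plus compound; vehicle-treated cultures serve as the 0% inhibition reference.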
yeast sgs1 mgt1: NCI yeast anticancer drug screen, S. cerevisiae sgs1 mgt1 strain | growth inhibition, % at 50 µM | actives 10% (n = 78,000);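 further: 0% = growth of vehicle-only cultures of the same strain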
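This yeast growth screen uses a strain with defined DNA-repair lesions; compound-treated growth is compared with vehicle-treated growth.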
yeast mec2-1: NCI yeast anticancer drug screen, S. cerevisiae mec2-1 strain | actives 9% (n = 79,000) | % growth inhibition at 50 µM;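 further: 0% = growth of vehicle-only cultures of the same strain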
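Strain: mec2-1 (DNA repair/cell cycle alteration). Compound exposure, then growth measured; inhibition expressed relative to vehicle.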
rad50: NCI yeast anticancer drug screen, S. cerevisiae rad50 strain. growth inhibition, % at 50 µM. actives 10% (n = 79,000). AID 155;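 further: 0% = growth of vehicle-only cultures of the same strain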
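Growth of the mutant yeast was measured after compound exposure and referenced to vehicle-treated cultures.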
cln2 rad14: NCI yeast anticancer drug screen, S. cerevisiae cln2 rad14 strain. actives 8.3% (n = 78,000). AID 165. growth inhibition, % at 50 µM;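 further: 0% = growth of vehicle-only cultures of the same strain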
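Strain: cln2 rad14 yeast, altered in cell cycle control and DNA damage repair. Read-out: growth inhibition vs vehicle.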
* hit, by the source's call; & = joins results of further samples. No stated cut-off is given here; in the data, active means growth inhibition above about 70%; inactive means the rest.

SMILES | yeast mlh1 rad18 | yeast bub3 | yeast sgs1 mgt1 | yeast mec2-1 | rad50 | cln2 rad14
C#CC(CC(C)CC(C)(C)C)N(C)C (stereo not given) | 31 | 4 | 16 | 23 | 39 | 18
Nc1cc(C(F)(F)F)cc(C(F)(F)F)c1 | -10 | -1 | -1 | 2 | -6 | 17
CCCCCCCCCCCCOC(=O)C[n+]1cccc(C(N)=O)c1 | 100* | 100* | 100* | 100* | 100* | 98*
CCC(C)NC(=O)/C=C/c1ccccc1 (stereo not given) | 7 | -1 | 14 | 17 | 32 | 12
C(=N/Nc1ccncc1)/c1ccc2ccccc2n1 | 4 | -8 | -11 | -23 | -2 | -27
NCC(O)C(O)C(O)CO (stereo not given) | -9 | 9 | -1 | -6 | 6 | -20
O=C(NC(CC(NC(=O)OCc1ccccc1)NC(=O)OCc1ccccc1)NC(=O)OCc1ccccc1)OCc1ccccc1 | -5 | 1 | 0 | 7 | -3 | 6
CCN(CC)CCCC(C)n1c(-c2ccc(OC)cc2)nc2cc(Cl)ccc21 (stereo not given) | 5 | 7 | 27 | 8 | -1 | 10
O/N=C1/C(=N/O)N(c2ccccc2)CCN1c1ccccc1 | 2 | 4 | -2 | 1 | -10 | 42
O/N=C(\c1ccncc1)c1cccc2ccccc12 | 21 | -19 | 25 | 9 | 20 | 0
CCOc1ccc(NC(=O)C(=O)CC(=O)c2c[n+](=O)c3cc(C)c(C)cc3n2[O-])cc1 | -19 | -13 | -46 | 3 | -26 | 27
Cc1ccc(O)c(C(c2ccc3c(c2)OCO3)N2CCOCC2)c1 (stereo not given) | 4 | 11 | -1 | -3 | -4 | -38
CC(CCc1ccccc1)NC1=NCCO1 (stereo not given) | 3 | -1 | -16 | -12 | -10 | -24
CCCC(C(=O)O)(c1ccccc1)c1ccccc1 | 2 | 8 | 5 | 1 | 11 | -25
CCOC(=O)CC(C)CCO (stereo not given) | -9 | 0 | -11 | -6 | 5 | 0
CC(=O)OCC(=O)[C@@]1(O)CC[C@H]2[C@@H]3CC[C@H]4C[C@@H](O)CC[C@]4(C)[C@H]3C(=O)C[C@@]21C | 15 | 26 | 12 | 12 | 41 | 51
COc1ccc(CC2=NCCc3cc(OC)c(OC)cc32)cc1Br | -10 | 5 | 1 | -11 | -12 | -86
N#CCCC1(CCC#N)CCCCCCC(CCC#N)(CCC#N)C(O)C1O (stereo not given) | -46 | -15 | -6 | -12 | 11 | 3
CCOC(=O)c1c(-c2ccccc2)csc1NS(=O)(=O)c1ccc(C)cc1 | 91* | 82* | 87* | 78* | 82* | 82*
CCC1C(C)C=CN1c1nc(N)nc(NS(=O)(=O)c2cc(C)c(Cl)cc2S)n1 (stereo not given) | 12 | 4 | 18 | 2 | -18 | -2
CC(C)OC(C(=O)O)c1ccccc1 (stereo not given) | 0 | 1 | -4 | 2 | -18 | 12
CCCCCOC(=O)c1cccc(C)c1 | 2 | -2 | -5 | 10 | 4 | -5
c1ccc(CSc2cnnc(SCc3ccccc3)c2SCc2ccccc2)cc1 | 8 | 19 | 43 | 12 | 20 | 28
NC(CC(O)(c1ccccc1)c1ccccc1)c1ccccc1S (stereo not given) | -29 | -31 | -33 | -16 | -36 | -20

A different layout for 7 compounds above.
SMILES	yeast mlh1 rad18	yeast bub3	yeast sgs1 mgt1	yeast mec2-1	rad50	cln2 rad14
N#CCCC1(CCC#N)CCCCCCC(CCC#N)(CCC#N)C(O)C1O (stereo not given)	-46	-15	-6	-12	11	3
CC(C)OC(C(=O)O)c1ccccc1 (stereo not given)	0	1	-4	2	-18	12
CCC1C(C)C=CN1c1nc(N)nc(NS(=O)(=O)c2cc(C)c(Cl)cc2S)n1 (stereo not given)	12	4	18	2	-18	-2
CC(CCc1ccccc1)NC1=NCCO1 (stereo not given)	3	-1	-16	-12	-10	-24
CCOC(=O)CC(C)CCO (stereo not given)	-9	0	-11	-6	5	0
CCCCCOC(=O)c1cccc(C)c1	2	-2	-5	10	4	-5
COc1ccc(CC2=NCCc3cc(OC)c(OC)cc32)cc1Br	-10	5	1	-11	-12	-86

Other compounds:
SMILES | yeast mlh1 rad18 | yeast bub3 | yeast sgs1 mgt1 | yeast mec2-1 | rad50 | cln2 rad14
CCn1c(=O)c2c3ccc(OC)cc3[nH]c2c2ccc(OC)cc21 | 18 | -24 | 24 | -11 | 20 | 12
COC(=O)c1c(C)[nH]c(/C(C)=N\O)c1C | 0 | 0 | -7 | -6 | -4 | 1
Nc1ccccc1SC1CC(=O)N(c2ccc(Cl)c(Cl)c2)C1=O (stereo not given) | -5 | 1 | 5 | -22 | -2 | -16
CC1=C(C(=O)NNC(=O)c2ccccc2O)CC(C(=O)NNC(=O)c2ccccc2O)=C(C)N1 | 32 | 64 | 10 | 40 | 46 | 17
C=Cn1c2ccccc2c2ccccc21 | -1 | -7 | 27 | 19 | 47 | 15
CC(NC=O)c1c[nH]c(=O)[nH]c1=O (stereo not given) | -2 | 2 | -7 | -5 | 4 | 17
Cc1cc(O)ccc1N(C)C | 6 | -5 | -4 | 11 | -29 | -20
CCOC(=O)CNC(=O)CNC(=O)CNC(=O)CNNc1c(OCc2ccccc2)c(=O)c1=O | 3 | -30 | -17 | -19 | -3 | 3
CCOC(=O)c1cc(C)[nH]c1C | 4 | 23 | -1 | -2 | 3 | -18
CCOc1ccc(C(C)(C)c2cc3c(cc2OCC)OCO3)cc1 | 25 | -13 | -6 | 0 | 20 | 19
CC1CC2=C(C1)C(C1(C)C(=O)CC3C(C1=O)C3(C)C)C(C)C2=O (stereo not given) | -45 | 5 | 6 | -25 | 2 | 3
NC(=O)c1nc(-c2ccccc2)sc1C(N)=O | 2 | -2 | -7 | -2 | -17 | 18
COc1ccc2cccc(C(=O)c3ccc(C)c4c3CCC4)c2c1 | 14 | -7 | 28 | -3 | 14 | -10
Nc1[nH]n(-c2ccccc2)c(=O)c1/C=N/C(=S)N=Nc1c(O)[nH]c2ccccc12 | 25 | 9 | 41 | 0 | 2 | 2
CCOC(=O)c1sc2nc(C)cc(C)c2c1N | 10 | 23 | 8 | -2 | -3 | -2
CC(C)COC(=O)N1N=NC2C3OC(CC3=O)C21 (stereo not given) | -16 | -13 | -8 | -17 | -5 | 9
Cc1ccc(C(=O)N/N=C/c2ccc(N(C)C)cc2Cl)cc1 | 22 | 61 | 16 | 20 | 40 | 23
O=C(O)CC1CCN(C(=O)c2ccccc2)C(Cc2c[nH]c3ccccc23)C1O (stereo not given) | 8 | 8 | 24 | -10 | 48 | -10
Cc1c2oc3c(C)ccc(C(=O)N[C@@H]4C(=O)N[C@H](C(C)C)C(=O)N5CCC[C@H]5C(=O)N(C)CC(=O)N(C)[C@@H](C(C)C)C(=O)O[C@H]4C)c3nc-2c(C(=O)N[C@@H]2C(=O)N[C@H](C(C)C)C(=O)N3CCC[C@H]3C(=O)N(C)CC(=O)N(C)[C@@H](C(C)C)C(=O)O[C@H]2C)c(N)c1=O | 90* | 92* | 92* | 93* | 91* | 89*
CC1=CC(=O)N2C(OC[C@@H]2c2ccccc2)O1 (stereo not given in full) | -21 | -19 | -13 | -12 | 4 | 10
O=C(O)CNS(=O)(=O)c1ccccc1 | 6 | -1 | -23 | -8 | -44 | -25
O=C1c2ccccc2-c2ccc(N=Cc3ccccc3)cc21 | 57 | 32 | 37 | 5 | 82* | 6
O=C(O)CS(=O)(=O)Cc1ccccc1 | -6 | -8 | -9 | -10 | -13 | -61
CN(C)c1ccc(/C=N/c2nc(-c3ccccc3)cs2)cc1 | 98* | 93* | 98* | 98* | 95* | 97*

Full records, looked up by structure. Order of values: yeast mlh1 rad18	yeast bub3	yeast sgs1 mgt1	yeast mec2-1	rad50	cln2 rad14
Cc1ccc(C(=O)N/N=C/c2ccc(N(C)C)cc2Cl)cc1 across the screens: 22	61	16	20	40	23
Nc1[nH]n(-c2ccccc2)c(=O)c1/C=N/C(=S)N=Nc1c(O)[nH]c2ccccc12 across the screens: 25	9	41	0	2	2

The list continues.
SMILES | yeast mlh1 rad18 | yeast bub3 | yeast sgs1 mgt1 | yeast mec2-1 | rad50 | cln2 rad14
CCCCCC(C)C(C#N)C(=O)OCC (stereo not given) | -21 | -19 | -14 | -18 | 1 | -4
CCOC(=O)C1=CCOc2cc(N(C)C)ccc21 | -7 | 9 | -1 | 9 | -9 | 32
CC(=O)Nc1cc(Cl)cc(Cl)c1Cl | -25 | -8 | -12 | -4 | -22 | -22
COC(=O)/C=C1\Sc2cc(F)ccc2NC1=O | -7 | -8 | 14 | 2 | -13 | -44
CC(=O)N1c2ccccc2C(=O)OC1c1cccc([N+](=O)[O-])c1 (stereo not given) | 13 | 12 | 1 | -20 | 6 | -3
COC1Cc2c(C)c(OC(C)=O)c3cccnc3c2O1 (stereo not given) | 6 | 4 | 11 | -17 | 19 | 19
C1CCCCNCCC1 | -27 | -27 | -57 | -22 | -23 | -3
CCOC(=O)C(CC(C(=O)OCC)C(=O)OCC)C(=O)OCC | -9&-25 | -12&11 | -21&-6 | -16&-15 | -12&-21 | -16&11
Nc1nc(N)c(-c2ccc(Cl)cc2)c(CNc2cccc([N+](=O)[O-])c2)n1 | 99* | 98* | 98* | 91* | 91* | 95*
COc1ccc2c(ccc3c(COC(=O)NC(C)C)c(COC(=O)NC(C)C)n(C)c32)c1 | -13 | -12 | 1 | 27 | 16 | -15
c1cc(CSc2ncnc3nc[nH]c23)ccn1 | -4 | -51 | -40 | -41 | -25 | -36
SCCc1ccccn1 | 73* | 32 | 4 | 42 | 0 | 15

Only yeast mec2-1 and yeast mlh1 rad18 (two entries from above):
SMILES	yeast mec2-1	yeast mlh1 rad18
CC(=O)Nc1cc(Cl)cc(Cl)c1Cl	-4	-25
Nc1nc(N)c(-c2ccc(Cl)cc2)c(CNc2cccc([N+](=O)[O-])c2)n1	91*	99*

Remaining list, next part:
SMILES | yeast mlh1 rad18 | yeast bub3 | yeast sgs1 mgt1 | yeast mec2-1 | rad50 | cln2 rad14
O=C(NNc1ccccc1)NNc1ccccc1 (tested in a mixture with another compound) | 2 | -12 | -1 | 0 | 11 | 24
Cc1ccc2nc(-c3ccccc3[N+](=O)[O-])[nH]c2c1 | -4 | 7 | 15 | 6 | 6 | -28
O=C(CCCn1cnc([N+](=O)[O-])n1)NCCn1ccnc1[N+](=O)[O-] | -26 | -14 | -10 | -7 | -3 | -5
CCOC1C[C@H]2C[C@H]3[C@@H]4CC=C5C[C@@H](OC(C)=O)CC[C@]5(C)[C@H]4CC[C@]3(C)C2=C(C)O1 (stereo not given in full) | 21 | 8 | 23 | 13 | 21 | 36
CCCCCN1C(=O)c2ccccc2C1=O | -1 | 6 | 6 | 10 | 23 | 5
CNC(=O)c1ccccc1CC1(O)c2ccccc2-c2ccccc21 | -21 | -11 | 16 | 9 | -3 | -4
CCC(C)(C1CCC(=O)CC1)C1CCC(=O)CC1 | 8 | -1 | -1 | -6 | 34 | -7
O=C(O)C#Cc1cccc([N+](=O)[O-])c1 | -5 | -15 | -12 | -23 | 3 | 8
CCOC(=O)NSCC | 4 | -6 | -18 | 2 | -22 | -5
O=c1c2ccccc2c2ccccc2c(=O)n1-c1cc2c3ccccc3ccc2c2ccccc12 | 38 | -67 | -2 | -13 | -16 | 68
S=c1nc[nH]c2ccccc12 | 6&5 | -2&-3 | 13&-11 | -17&-5 | -13&-2 | 0&-99
O=Cc1ccc(O)cc1O | 59 | 55 | 26 | 30 | 58 | -39
CC(/C=C/c1ccccc1)=N\NC(=O)c1ccccc1 | -47 | -15 | -5 | 5 | 45 | 4
CC1=COC(C)(C=C(C#N)C#N)CC1 (stereo not given) | 12 | 5 | 15 | 2 | 23 | 5
Oc1cccc2cc(Br)cnc12 | 75* | 88* | 82* | 92* | 84* | 89*
O=C(CC(C(=O)c1cccs1)c1ccsc1)c1ccsc1 (stereo not given) | -26 | 25 | -4 | -50 | -14 | 8
COc1ccc([N+](=O)[O-])c(C#N)c1 | -47 | -9 | 3 | -2 | 6 | -10
COc1ccc(C2c3cc4c(cc3OC(N3CCCCC3)C2C)OCO4)cc1 (stereo not given) | 6 | 1 | -31 | 10 | -1 | 4
CCC(C)SC1SCC2C(=O)N(C)C3(CC3C)C(=O)OCC(NC(=O)c3nc4ccccc4cc3O)C(=O)NC(C)C(=O)N(C)C1C(=O)N(C)C1(CC1C)C(=O)OCC(NC(=O)c1nc3ccccc3cc1O)C(=O)NC(C)C(=O)N2C (stereo not given) | 90* | 91* | 92* | 92* | 90* | 89*
CCOC(=O)c1cc(=O)c2ccc(-c3ccc(Cl)cc3)cc2[nH]1 | 8 | 8 | 5 | 9 | 3 | 30
NC1CC(=O)N(Cc2ccccc2)C1=O (stereo not given) | 2 | 0 | -10 | -8 | 6 | -12
O=C(NC(=O)c1ccccc1F)Nc1ccc(C(O)(C(F)(F)F)C(F)(F)F)cc1 | 21 | 25 | 18 | 13 | -18 | 46
CC(=O)c1c(N)n(C)c(=O)n(C)c1=O | 17 | -15 | 4 | 3 | 36 | -47
Oc1ccccc1C1SCSCS1 | 6 | -10 | 14 | 13 | 15 | -3
CC(=O)Nc1cccc2c1C(=O)c1c(c(O)c3ccccc3c1O)C2=O | -2 | -8 | -13 | -10 | 25 | -9
